# AmpC detergent = qHTS Inhibitors of AmpC Beta-Lactamase (assay with detergent). AmpC hydrolysis of nitrocefin, absorbance 480 nm, 0.01% Triton. Potency, µM (highest dose often 114 µM), for inactives: at the highest dose activity change, negative = inhibition, usual class: inhibitors. 370,000 compounds, 0.041% hits. AID 485294, 2010;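 note: potency is the fitted concentration of half-maximal effect; 0% = no-compound wells and -100% = no-enzyme wells; nearly all actives have a fitted effect of over 25% in size; some results filed as inactive show a strong effect at the top dose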
# Target sequence (P00811 whole entry, looked up): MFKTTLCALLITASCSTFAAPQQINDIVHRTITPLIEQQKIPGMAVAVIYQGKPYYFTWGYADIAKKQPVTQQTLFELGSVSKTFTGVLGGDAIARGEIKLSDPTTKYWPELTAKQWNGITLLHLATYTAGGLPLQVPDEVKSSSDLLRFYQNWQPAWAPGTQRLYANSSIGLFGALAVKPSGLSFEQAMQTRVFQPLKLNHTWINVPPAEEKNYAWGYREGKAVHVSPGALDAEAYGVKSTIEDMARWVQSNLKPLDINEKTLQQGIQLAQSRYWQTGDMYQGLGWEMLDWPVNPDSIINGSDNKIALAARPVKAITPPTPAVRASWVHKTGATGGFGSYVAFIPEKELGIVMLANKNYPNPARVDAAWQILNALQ
#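 AmpC (5.3 nM in the dispensed reagent) in 20 mM phosphate pH 7.0 with 0.01% (detergent screen) or 0.0001% Triton X-100 was preincubated with compounds for 15 min at room temperature. Nitrocefin was then added from an 800 uM solution, and hydrolysis was followed at 480 nm.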
# Cycloheximide cs = Cycloheximide Counterscreen for Small Molecule Inhibitors of Shiga Toxin; cell reporter, cycloheximide protein synthesis inhibition counterscreen; max response, %; 300,000 compounds, 12% hits; AID 2314, 2010; in the data active = max response mostly above about 13%, no sharp cut-off; inactive = mostly below about 14%; note: read at 38.3 µM for the half of the compounds with a filed dose; 0% is about no effect
# Giardia FBPA inh = qHTS Assay for Inhibitors of Fructose-1,6-bisphosphate Aldolase from Giardia Lamblia; 290,000 compounds, 0.71% hits; Potency, µM (titrated, usually from 59.6 µM), without a hit: top-dose activity, negative = inhibition, most hits filed as inhibitors; A8B2U2; AID 2451, 2010; purified Giardia FBPA; note: potency is the fitted concentration of half-maximal effect; % is set by controls: 0 for no effect and ±100 for the full control effect; nearly all actives have a fitted effect of over 55% in size
# Target sequence (A8B2U2 whole entry, looked up): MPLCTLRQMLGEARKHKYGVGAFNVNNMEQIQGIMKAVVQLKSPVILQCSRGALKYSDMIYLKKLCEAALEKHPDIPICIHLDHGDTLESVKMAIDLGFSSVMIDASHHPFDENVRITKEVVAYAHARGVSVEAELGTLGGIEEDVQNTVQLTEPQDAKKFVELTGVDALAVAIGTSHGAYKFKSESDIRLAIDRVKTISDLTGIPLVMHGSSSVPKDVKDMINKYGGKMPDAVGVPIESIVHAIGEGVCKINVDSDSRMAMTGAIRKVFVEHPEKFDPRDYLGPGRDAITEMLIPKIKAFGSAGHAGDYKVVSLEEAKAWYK
#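 40 nM FBPA preincubated 10 min at RT with compound (up to 57.5 uM final), then substrate plus GAPDH/TPI/NAD/arsenate coupling and diaphorase/resazurin added. Fluorescence read after 20 min at RT, 525/598 nm.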
# AmpC no deterg = qHTS Inhibitors of AmpC Beta-Lactamase (assay without detergent); P00811; AmpC nitrocefin hydrolysis, absorbance 480 nm, 0.0001% Triton; Potency, µM (series often up to 57.1 µM), without a hit: at the top dose activity change, negative = inhibition, most hits filed as inhibitors; 330,000 compounds, 0.52% hits; AID 485341, 2010;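 note: potency is the fitted concentration of half-maximal effect; plate controls were no compound for no effect and no enzyme for full effect; nearly all actives have a fitted effect of over 20% in size; some results filed as inactive show a strong effect at the top dose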
#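 AmpC (5.3 nM in the dispensed reagent) in 20 mM phosphate pH 7.0 with 0.01% (detergent screen) or 0.0001% Triton X-100 was preincubated with compounds for 15 min at room temperature. Nitrocefin was then added from an 800 uM solution, and hydrolysis was followed at 480 nm.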
# AMA1 RON2 block = qHTS for Inhibitors of AMA1-RON; Towards Development of Antimalarial Drug Lead: Primary Screen. Plasmodium falciparum AMA1 (3D7) - RON2 peptide interaction. 360,000 compounds, 0.2% hits. AlphaScreen AMA1-biotinylated RON2 peptide binding. Potency, µM (highest dose often 58.2 µM), for inactives: top-dose activity change, negative = inhibition, actives largely listed as inhibitors;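 note: potency is the fitted concentration of half-maximal effect; 0% = vehicle wells and -100% = peptide control; nearly all actives have a fitted effect of over 45% in size; some results filed as inactive show a strong effect at the top dose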
#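 AMA1 (3D7) with his tag at 25 nM final met compounds first, then biotinylated RON2 peptide at 25 nM; detection used donor plus acceptor beads, 10 µg/mL apiece, read by AlphaScreen after 30 min at room temperature.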
# Shiga inhibitor = A qHTS for Small Molecule Inhibitors of Shiga Toxin; Vero cells, Shiga toxin protein synthesis inhibition reporter; inhibition, % at 38.7 µM; 290,000 compounds, 9.2% hits; in the data active = inhibition mostly above about 28%, no sharp cut-off; inactive = mostly below about 43%; note: 0% is about no effect
# HCMV antiviral = qHTS Assay for inhibitors of the human cytomegalovirus (HCMV). HFF cells, HCMV-luciferase reporter, 72 h; active compounds read low. activity change, negative = inhibition, % at 57.5 µM. 410,000 compounds, 4.5% hits. AID 1259415, 2018; in the data active = activity change below about -60%; inconclusive = no clear call, values can overlap the other calls; inactive = above about -39%; note: % is set by controls: 0 for no effect and ±100 for the full control effect
#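 Cell-based, HFFs, 1000 cells/well, 16 h 37C; cpds in DMSO + HCMV-luc, MOI 1 PFU/cell; 72 h 37C; OneGlo luminescence after 5 min RT; norm. to buffer vs Salinomycin 10uM.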
# * = called active by the depositor; i = inactive; ? = inconclusive; / = no result given; & = joins results of further samples; [ ] = dose if it differs, or a comment. Unless noted, calls come from the whole dose curve; as a rule, active = well fitted curve in the direction sought with a large enough effect; inconclusive = small, poorly fitted or top-dose-only effect, or another doubt; inactive = no such curve, though single readings can be large; an effect the other way counts as inactive or inconclusive.
SMILES,AmpC detergent,Cycloheximide cs,Giardia FBPA inh,AmpC no deterg,AMA1 RON2 block,Shiga inhibitor,HCMV antiviral
Cc1ccc(CNC(=O)CCn2ccc3cc(S(=O)(=O)N4CCCC4)ccc32)cc1,0%&-1%,10,2%,2%,-6%,-6,-6&-3
O=C(NC1=NCCS1)c1cccc(NC(=O)c2ccco2)c1,-15%,0,1%,-15%,-8%,6,-21
COc1ccc(OC)c(S(=O)(=O)Nc2c(F)cccc2F)c1,?,4,-10%,-25%,29%,-22,3
O=C(CNS(=O)(=O)c1ccccc1)N1CCCC1,2%,1,0%,-15%,-12%,34,0
O=c1[nH]c(-c2ccccc2Cl)nc2c1sc(=S)n2-c1ccccc1,?,4,11%,-16%,-11%,4,-38
CC1CN(c2cc(=O)n(-c3ccc(Cl)cc3)c(=O)[nH]2)CC(C)O1 (stereo not drawn),-1%,-3,2%,-15%,10%,13,45
C/C=C/COc1nc2c(c(=O)n(C)c(=O)n2C)n1C,?,-3,0%,-4%,-5%,13,-9
CC(=O)OC(C(=O)NC1CCCCC1)c1ccc(Cl)c(Cl)c1 (stereo not drawn),-3%,-1,2%,21%,-1%,0,-8
CCC(CO)n1c(SCc2cc(=O)oc3cc(C)ccc23)nc2ccccc2c1=O (stereo not drawn),-11%,-4,2%,14%,10%,15,-8
CCn1c(NCc2ccc(OC)cc2)nc2ccccc21,?,12*,-4%,-6%,-1%,23*,77&7
N#Cc1ccc(NC(=O)CSc2cn[nH]n2)cc1,-6%,-10,-11%,-16%,4%,-7,28
Cc1ccc(C2CC(=O)Oc3cc(C)c(Cl)c(C)c32)cc1 (stereo not drawn),/,3,-1%[89.2 µM],/,/,i,/
CC(=O)N1CCC2(CC1)CC(=O)c1cc(OCC(=O)N3CCCC3)ccc1O2,-9%,-2,2%,-16%,12%,-1,-22
O=C(NN1C(=O)c2ccccc2C1=O)c1ccncc1,4%,-1,6%,-26%,18%,7,10
O=C(Nc1nc2nc(-c3ccccc3)cc(-c3ccccc3)n2n1)c1ccco1,-3%,9,7%,-30%,46%[activator],-5,-20
O=C(CCC(=O)N/N=C/c1c[nH]c2ccccc12)NCc1ccccc1,-6%,-3,-6%,-28%,5%[2.32 µM],-4,64
CCn1c(=O)cc(SCC(=O)Nc2ccc(OC)c(OC)c2)c2ccccc21,?,-5,6%,91%[activator],1%,-9,39
Cc1ccc(/C=N/NC(=O)c2ccccc2OCc2cccc(Br)c2)o1,-3%,15*,-8%,-25%,12%,-9,?
CCOC(=O)c1c[nH]c2ccc3ccccc3c2c1=O,-5%,1,-5%,-14%,0%,19,25
Cc1ccc(-n2c(COc3cccc(C)c3)n[nH]c2=S)cc1,5%,-2,-10%,-26%,81%[activator],-6,-15
CCN(CC)S(=O)(=O)c1cccc(-c2nnc(SCCCC(=O)c3ccc(F)cc3)o2)c1,-15%,-2,6%,0%,12%,13,-38
COCCN(CCOC)Cc1c(C)[nH]c2c(C)c(C)ccc2c1=O,-7%,6,2%,-22%,8%,-6,-38
CN(C)c1ccc(CNC(=O)CCS(=O)(=O)c2ccc3c(c2)n(C)c(=O)c(=O)n3C)cc1,0%,-3,1%,-10%,5%,7,/
c1ccc(NC2=NCCN2CC2CCCC2)cc1,?,-2,8%,-5%,-4%,-8,57
CCN(CC)S(=O)(=O)c1ccc2[nH]cc(C(=O)NC3CC3)c(=O)c2c1,-4%,1,7%,-9%,-1%,-5,-21
COc1ccc(-n2c(SCC(=O)Nc3ccccc3)nnc2-c2ccc(NS(=O)(=O)c3ccc(C)cc3)cc2)cc1,6%,-1,3%,-23%,12%,50,-36
Cc1ccc(C2(c3ccccc3)NC(=O)N(CC(=O)NC3CCCCC3)C2=O)cc1C (stereo not drawn),-16%,/,/,17%,-21%,/,?
Cc1ccc(C)c(-c2cc(C(=O)N/N=C/c3cccnc3)c3ccccc3n2)c1,1%,-2,/,66%[activator],16%,-24,?
COc1ccccc1OCCCOc1c(Cl)cc(C)cc1Cl,3%,15*,-2%,-10%,94%[activator],21,?
CCC(c1nnnn1Cc1ccco1)N(Cc1ccccc1OC)Cc1cc2cc(C)ccc2[nH]c1=O (stereo not drawn),-16%,1,-8%,-46%,5%,-7,-10
CC1(C)CC2CC(C)(CN2/C=N/c2sc3c(c2C#N)CC(C)(C)NC3(C)C)C1 (stereo not drawn),-4%,5,-11%,157%[activator],?,3,-88*
CN(C)c1ccc(C(=O)N2CC(=O)N(CCc3ccccc3)C(=O)C2)cc1,-11%,2,2%,7%,3%,7,37
COc1cc(NC(=O)COC(=O)c2cnccn2)c(C)cc1[N+](=O)[O-],-5%,-1,-6%,-3%,-1%,-3,0
Cc1n[nH]c(=O)n1-c1ccc(Oc2ccccc2)cc1,0%,16*,4%,-12%,-4%,32*,66
CNC(=O)c1nnc(Cc2ccc(Cl)cc2)o1,1%,11,3%,-14%,-2%,-10,32
CCCCN1C(=S)SC(C)(C)C1/[N+]([O-])=C/c1cccnc1 (stereo not drawn),1%,6,3%,-24%,-10%,-5,-5
Cc1ccc(CNC(=O)CSc2nc3ccccc3c(=O)n2CC2CCCO2)cc1 (stereo not drawn),/,/,/,-18%,13%,/,-28
CCCOC(=O)C1=C(C)N(C)C(=O)NC1c1cc2c(cc1Br)OCO2 (stereo not drawn),-14%,-1,17%,34%,-6%,-8,-3
CCCn1c(=O)c(C(=O)Nc2cccc(C)c2)c(O)c2ccccc21,0%,14,-2%,-17%,58%[activator],23,-4
CCOC(=O)CSc1nnc(CCc2nc3ccccc3[nH]2)n1C,3%,-2,-7%,-7%,-2%,19,29

# Structural class, those above with two or more sulfur atoms
SMILES,AmpC detergent,Cycloheximide cs,Giardia FBPA inh,AmpC no deterg,AMA1 RON2 block,Shiga inhibitor,HCMV antiviral
O=c1[nH]c(-c2ccccc2Cl)nc2c1sc(=S)n2-c1ccccc1,?,4,11%,-16%,-11%,4,-38
CCN(CC)S(=O)(=O)c1cccc(-c2nnc(SCCCC(=O)c3ccc(F)cc3)o2)c1,-15%,-2,6%,0%,12%,13,-38
COc1ccc(-n2c(SCC(=O)Nc3ccccc3)nnc2-c2ccc(NS(=O)(=O)c3ccc(C)cc3)cc2)cc1,6%,-1,3%,-23%,12%,50,-36
CCCCN1C(=S)SC(C)(C)C1/[N+]([O-])=C/c1cccnc1 (stereo not drawn),1%,6,3%,-24%,-10%,-5,-5

# The list goes on:
SMILES,AmpC detergent,Cycloheximide cs,Giardia FBPA inh,AmpC no deterg,AMA1 RON2 block,Shiga inhibitor,HCMV antiviral
CC(C)(C(=O)N[C@H](CO)c1ccccc1)C(=O)N[C@H](CO)c1ccccc1,?,-2,-3%,30%,6%,29,-36
Clc1cccc(-c2nnc3n2CCCCC3)c1,-19%,6,5%,4%,-1%,-3,16
CCOC(=O)c1c(S(=O)(=O)NCCc2ccc(OC)c(OC)c2)c(C)n(C)c1C,?,3,8%,7%,9%,-4,13
O=C(NCc1ccc(Cl)cc1)C1CCN(S(=O)(=O)N2CCOCC2)CC1,-9%,7,6%,9%,0%,-10,?
CC(C)CN(CCCNC(=O)CN1C(=O)COc2ccc(S(=O)(=O)N3CCCCCC3)cc21)CC(C)C,0%&10%,-3,/,50%,8%,13,-36&-9
CN(C)/C=C(\C=O)c1cccc(Cl)c1,6%,-3,-2%,-15%,6%,5,-10
CCCCc1cc(C(=O)Cc2ccccn2)c(O)cc1O,5%,-1,-3%,-40%,72%[activator],3,-7
CC(C)OC(=O)CC12CN3CC(CC(=O)OC(C)C)(CN(C1)C(=O)c1ccccc1C3=O)C2=O,?,-4,0%,77%[activator],4%,-11,-25
CS(=O)(=O)Cc1ccc(C(=O)NC(c2ccccc2)c2ccccc2)cc1,-11%,-1,-6%,-2%,-8%,-3,31
CCCC(=O)Nc1ccc2nc(SCC(=O)Nc3ccc(N4CCOCC4)c(Cl)c3)sc2c1,-7%,52*,1%,-9%,-7%,150*,-10
CCC(C)(C)n1nnnc1C(c1ccc(OC)c(OC)c1)N1CCN(c2ccc(OC)cc2)CC1 (stereo not drawn),-14%,1,?,124%[activator],-25%,17,-17
CCCn1c(CCC(=O)Nc2ccccc2Cc2ccccc2)nc2cc(S(=O)(=O)N3CCOCC3)ccc21,?,-2,0%,121%[activator],8%,-13,-3
CCSc1nnc(-c2ccc(S(=O)(=O)NCc3cccs3)cc2)o1,?,-2,-2%,-15%,9%,28,-25
O=C(Cn1cc(C(=O)c2ccccc2F)c2ccccc21)NC1CC1,6%,-2,2%,-5%,-3%,-9,-11
CCOc1cc(C=O)cc(N=Nc2cccc([N+](=O)[O-])c2)c1O,0%,1,13µM*,-21%,-3%,-6,34
O=C(Nc1ccc(Cl)c(S(=O)(=O)N2CCOCC2)c1)c1ccc2c(c1)OCCO2,?,24*,0%,-32%,-10%,47*,-62*
CCn1c2ccccc2c2nc3cc(S(=O)(=O)N4CCOCC4)ccc3nc21,-6%,-1,-7%,143%[activator],10%,-10,/
CCOC(=O)CN(C(=O)CSc1nnc(Cc2ccccc2)n1-c1ccc(C)cc1)c1ccccc1,?,-3,5%,135%[activator],-1%,-3,-17
COC(=O)c1ccncc1C(=O)Nc1ccc(Oc2ncc(C(F)(F)F)cc2Cl)cc1,-2%,1,-15%,117%[activator],-2%,13,0
COc1ccc(CCN2C(=O)CC(NNC(=O)c3ccccc3Br)C2=O)cc1 (stereo not drawn),?,-2,6%,2%,-16%,-7,-65*
O=C(CSc1n[nH]c(=O)n1Cc1ccco1)c1ccc2c(c1)OCCO2,3%,40*,-4%,-19%,23%,88*,53
Cc1ccc2c(c1)Oc1ccc(NC(=O)CCl)cc1C(=O)N2,-3%,13,3%,-37%,-9%,-16,-88*
O=[N+]([O-])c1c(-c2cn[nH]c2)n[nH]c1-c1cn[nH]c1,1%,-3,-1%,-8%,-2%,-4,-1
Cc1ccc2nc(C(O)C(O)c3nc4ccc(C)cc4[nH]3)[nH]c2c1 (stereo not drawn),-6%,46*,?,-41%,78%[activator],122*,84
Cc1ccc(Nc2nc(-c3ccc(F)cc3)cs2)nc1,4%,53*,-18%,-25%,-2%,77*,107
CSc1ccc(/C=C/C(=O)OCC(=O)NC2CCS(=O)(=O)C2)cc1 (stereo not drawn),-2%,/,/,40%,-1%,/,0
Cn1c(CCNC(=O)C2CCCCC2)nc2cc(NC(=O)c3cccs3)ccc21,-3%,-2,1%,-15%,0%,-5,39
O=C(CSc1ccccc1)Nc1cc(Cl)ccc1Oc1ccccc1,5%,-2,3%,-9%,2%,-1,-30

# From PubChem BioAssay
